Compound activity: PubChem BioAssay, several laboratories
G6PDH counter: inhibits Leuconostoc G6PDH, flagging false hits in G6PDH-based assays; 0.12% of 200,000 active; AID 1020; Purified L. mesenteroides G6PDH, diaphorase/resazurin coupled fluorescence, 45 min; inhibition, % at 5 µM; in the data active = inhibition above about 50%
APP 5UTR inh: APP translation inhibition; 0.82% of 190,000 active; SH-SY5Y APP 5'UTR-luciferase reporter, luminescence; inhibition, % at 2 µM; AID 1285;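 active = inhibition above a set limit, derived from the sample mean plus 3 SD, cut at about 45% in these data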; also: values of inactives mirror those of a sister screen read the other way
STAT3 blocker: reduces IL-6 driven STAT3 reporter signal; U3A cells, IL-6 STAT3-luciferase reporter, luminescence; host cell line lacks STAT1; inhibition, % at 5.5 µM; 0.89% of 190,000 active; AID 862;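 active = inhibition above the mean inhibition across all screened compounds plus 3 SD, cut at about 44% in these data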;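 also: 0% = DMSO only wells and 100% = 100 µM nifuroxazide control wells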
TLR4-MyD88 BLA: blocks binding of human TLR4 to MyD88; HeLa CL3-4 TLR4/MyD88 BLA complementation, FRET ratio; inhibition, % at 8.4 µM; 0.18% of 200,000 active; AID 861; in the data active = inhibition above about 25%;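 also: 0% = vehicle and 100% = reference inhibitor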
Target sequence (O00206 whole entry, looked up): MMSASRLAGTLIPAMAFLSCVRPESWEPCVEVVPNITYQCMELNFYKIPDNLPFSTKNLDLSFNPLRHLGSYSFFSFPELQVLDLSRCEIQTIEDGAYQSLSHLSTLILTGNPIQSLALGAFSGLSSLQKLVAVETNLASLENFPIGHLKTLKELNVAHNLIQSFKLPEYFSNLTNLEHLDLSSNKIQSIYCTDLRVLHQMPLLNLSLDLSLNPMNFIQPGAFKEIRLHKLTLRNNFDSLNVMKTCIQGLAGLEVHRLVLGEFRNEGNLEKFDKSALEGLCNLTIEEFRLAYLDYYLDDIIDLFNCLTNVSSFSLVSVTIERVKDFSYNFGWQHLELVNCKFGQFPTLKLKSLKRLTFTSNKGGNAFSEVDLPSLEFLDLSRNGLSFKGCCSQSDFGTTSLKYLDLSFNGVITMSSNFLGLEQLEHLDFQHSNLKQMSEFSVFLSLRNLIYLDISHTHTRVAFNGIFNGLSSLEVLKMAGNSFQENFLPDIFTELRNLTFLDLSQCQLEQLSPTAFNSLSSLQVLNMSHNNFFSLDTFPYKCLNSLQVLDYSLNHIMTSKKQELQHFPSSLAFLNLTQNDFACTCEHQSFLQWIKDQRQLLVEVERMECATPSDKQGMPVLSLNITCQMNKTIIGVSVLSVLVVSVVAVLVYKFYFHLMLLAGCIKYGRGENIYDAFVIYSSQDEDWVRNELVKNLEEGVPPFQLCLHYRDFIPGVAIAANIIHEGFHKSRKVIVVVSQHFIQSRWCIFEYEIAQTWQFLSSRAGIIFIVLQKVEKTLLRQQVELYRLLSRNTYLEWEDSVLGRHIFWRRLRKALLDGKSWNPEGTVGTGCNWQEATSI
Target sequence (Q99836 whole entry, looked up): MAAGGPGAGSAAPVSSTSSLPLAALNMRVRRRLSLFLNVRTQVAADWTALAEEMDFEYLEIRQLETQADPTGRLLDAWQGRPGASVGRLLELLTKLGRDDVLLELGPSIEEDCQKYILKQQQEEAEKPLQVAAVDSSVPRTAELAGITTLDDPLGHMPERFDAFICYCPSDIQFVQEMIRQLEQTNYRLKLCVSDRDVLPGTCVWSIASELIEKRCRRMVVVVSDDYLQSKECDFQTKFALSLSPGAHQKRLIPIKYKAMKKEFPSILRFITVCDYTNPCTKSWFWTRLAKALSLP
STAT1 act: STAT1 signaling activation; NIH 3T3 STAT1-luciferase reporter, IFN-gamma, luminescence; 100% = IFN-gamma alone, no compound; AID 932; 2.6% of 200,000 active; activation (% of control), % at 5.5 µM;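 active = activation above the screen-wide mean activation plus 3 SD, cut at about 130% in these data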;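 also: raw ratio to IFN-gamma control signal so 100% means no change and 0% no light; values of inactives mirror those of a sister screen read the other way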
STAT3 activator: increases IL-6 driven STAT3 reporter signal; AID 871; activation (% of control), % at 5.6 µM; U3A cells, IL-6 STAT3-luciferase reporter, luminescence; 100% = signal with IL-6 EC80 alone; 0.91% of 190,000 active;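 active = activation above the screen-wide mean of compound activation plus 3 SD, cut at about 130% in these data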;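 also: 0% = background luminescence of wells with medium and substrate only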
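Detection: reporter luminescence signal / Assay system: STAT1-lacking human U3A cells, STAT3 luciferase reporter / Incubation: compound pre-incubation 1 h before IL-6, then 6 h stimulation at 37 °C / Control set: IL-6-only high control / Read-out: % activation relative to IL-6 control / Probe or stimulus: Interleukin-6, 33 ng/mL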
Diaph inh CS: inhibits diaphorase or chemically oxidizes, flagging diaphorase assay artifacts. inhibition, % at 20 µM. 0.69% of 190,000 active. diaphorase resazurin-to-resorufin fluorescence, NADH, 16 min; bacterial (C. kluyveri) enzyme, not human;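 active = primary screen inhibition at 20 µM above a set limit, cut at about 50% in these data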;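 also: plate controls were DMSO with full reaction for no effect and wells lacking NADH for full effect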
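Detection: fluorescence of resorufin formed from resazurin, Ex 544/Em 590 nm; test system: Clostridium kluyveri diaphorase enzyme; amount: 0.14 U/mL diaphorase, enzyme working solution; times: 16-min room-temperature incubation before reading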
Hsp70 act: transcriptional activators of Hsp70; 0.04% of 200,000 active; activation, % at 10 µM; HeLa Hsp70 promoter luciferase reporter, luminescence; scaled: vehicle 0, proteasome-inhibitor control 100%;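 active = activation above the mean across all tested compounds plus 3 SD, cutoff set per campaign, cut at about 5.5% in these data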;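 also: 100% = MG132 at 30 µM as the positive control and 0% = DMSO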
Diaph act CS: counter-screen for diaphorase-based assays: diaphorase activators and chemical reducers | Diaphorase/resazurin coupled assay, resorufin fluorescence, 16 min; stronger effect = higher value; 1 = vehicle wells, 0 = NADH-free wells | AID 1229 | activation factor at 20 µM | 0.005% of 190,000 active;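 active = diaphorase activity raised at least twofold by the compound at 20 µM; inactive = activation factor below 2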
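Material: bacterial diaphorase enzyme (C. kluyveri); amount: enzyme 0.07 U/mL final; reagent: NADH substrate 0.114 mM plus resazurin dye 0.1 mM, final; doses: single compound dose of 20 µM, 1% DMSO final; timing: 16 min enzyme reaction, ambient temperature; measured by: fluorescence of resorufin, 544 nm excitation, 590 nm emission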
STAT1 blocker: inhibitors of IFN-gamma induced STAT1 signaling. NIH 3T3 STAT1-luciferase reporter, luminescence. inhibition, % at 5.5 µM. 0.35% of 200,000 active. AID 920;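 active = inhibition above a set limit, the mean inhibition across all tested compounds plus 3 SD, cut at about 34% in these data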;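 also: 0% = IFN-gamma with DMSO and 100% = IFN-gamma with 300 µM nifuroxazide; values of inactives mirror those of a sister screen read the other way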
Numbers without * were called inactive; nt = no result given. Not a hit list; 6.1% or so of the library scored in one or more.

SMILES	G6PDH counter	APP 5UTR inh	STAT3 blocker	TLR4-MyD88 BLA	STAT1 act	STAT3 activator	Diaph inh CS	Hsp70 act	Diaph act CS	STAT1 blocker
CC(C)(C)NC(=O)NC(=O)COC(=O)c1ccco1	19	0	8	-3	101	99	-14	-0.2	1.1	0
Cc1nc(Cl)sc1C(=O)Nc1ccccc1	10	2	4	-2	102	100	-13	-0.3	1.1	-3
CCC(C(=O)O/N=C(\N)c1ccc(C)cc1)c1ccccc1 (configuration not stated)	2	12	9	-5	109	97	9	0.0	0.9	-9
CCCCn1c(O)c(N=NC(=O)c2ccccc2NS(=O)(=O)c2cccs2)c2ccccc21	0	22	10	9	98	99	15	0.0	0.9	2
COc1ccccc1Nc1nc(N)nc(CSC(=S)N2CCC(C)CC2)n1	-10	0	2	-15	100	101	20	-0.4	0.8	0
O=C(NCc1cccnc1)/C(=C\c1ccc(-c2cccc(Cl)c2)o1)S(=O)(=O)c1ccccc1	-14	-9	-7	-3	89	109	14	1.3	0.9	13
CCN1CCN(C(=O)c2ccccc2NS(=O)(=O)c2ccc(Cl)cc2)CC1	2	7	1	-8	92	101	9	-0.3	0.9	6
CCn1c(SCc2cccc(C(=O)O)c2)nnc1-c1ccccc1	2	-17	-4	-18	111	104	17	-0.1	0.8	-12
Cc1ccc(S(=O)(=O)NCCCCCC(N)=O)cc1	6	-27	8	-14	91	98	12	0.1	0.9	10
Cc1sc2nc(NCCO)[nH]c(=O)c2c1C	-3	0	1	-7	109	107	19	0.0	0.8	-10
CCOc1ccccc1C1CC(c2ccc(Cl)cc2)Nc2nc(N)nn21 (configuration not stated)	3	11	5	-16	94	100	16	0.0	0.8	6
Cc1cccn2c(=O)c3cc(C#N)c(=NC(=O)c4cccnc4)n(CC4CCCO4)c3nc12 (configuration not stated)	nt	-15	10	-9	90	95	nt	-0.2	nt	11
CCOC(=O)N1CCN(C(=O)COc2ccc(S(=O)(=O)NCC(C)C)cc2C)CC1	15	7	5	-6	96	102	12	-0.3	0.9	4
Cc1cc(C)n2nc(C(=O)NC3CCCc4ccccc43)nc2n1 (configuration not stated)	5	-31	-7	-13	104	107	-4	-0.2	1	-5
Cc1ccc(C)c(CSc2nnc(-c3cccnc3)n2N)c1	1	-4	-1	4	96	103	12	-0.1	0.9	4
Cc1ccc(-n2ccnc2SCC(=O)N(CC(C)C)C2CCS(=O)(=O)C2)c(C)c1 (configuration not stated)	3	-2	10	-12	102	94	-8	-0.2	1.1	-2
COc1ccc(/C=N/NC(=O)CCc2c(C)n[nH]c2C)cc1OC	11	6	-6	-9	100	105	11	0.1	0.9	0
O=C(N=Nc1c(O)[nH]c2ccc(Br)cc12)c1ccccc1-n1cccc1	-10	92*	12	10	103	94	17	0.0	0.8	-3
COc1cc(/C=C/c2cc(OC(C)=O)c3ccccc3n2)c(OC(C)=O)c([N+](=O)[O-])c1	6	nt	2	-2	104	98	28	-0.1	0.7	-2
CC(=O)c1c(C)oc2ccc(NS(=O)(=O)c3cccs3)cc12	10	10	7	-12	90	96	25	-0.3	0.8	9
Cc1nc(SCC(=O)N2CCOCC2)c2ccsc2n1	8	-4	-1	-2	96	106	15	-0.5	0.9	4
COc1cccc(N2CC(C(=O)NC3CCCCC3)CC2=O)c1 (configuration not stated)	7	-14	31	1	94	79	13	-0.5	0.9	8
O=C(CSc1ccc(-c2ccc(F)cc2)nn1)NCCc1ccccc1	0	-14	10	6	94	102	-15	0.1	1.2	6
Cc1ccc2[nH]c3c(c2c1)CN(C(=O)CN1CCN(c2ccccc2F)CC1)CC3	4	-3	-5	8	101	107	12	-0.4	0.9	-1
S=C(Nc1ccccc1)c1nc2ccccc2s1	-11	-101	-32	-7	138*	131	3	-0.3	1	-42
O=C(c1ccc2c(c1)OCCO2)N(c1ccccn1)C1CCCCC1	5	-15	9	-8	95	99	13	-0.2	0.9	6
CC[C@H](C)C(C(=O)N1CCN(C(=O)OC(C)(C)C)CC1)n1cc(C(Cc2ccc(O)cc2)NC(=O)OC(C)(C)C)nn1 (some centres not stated)	18	-15	nt	3	97	nt	23	-0.1	0.8	5
Cc1nn(-c2ccc(Cl)c(Cl)c2)c(=O)c2ccccc12	2	15	-42	-1	103	146*	-17	0.2	1.2	-3
COc1ccccc1C(=O)COC(=O)CNS(=O)(=O)c1ccc(C)cc1	3	-30	-1	-8	99	102	8	-0.4	0.9	-2
Cc1ccc(CCSc2ccc(C(C)C)cc2)cn1	0	8	9	2	95	95	18	-0.3	0.8	6
CCCCN1C(=O)NC(NS(=O)(=O)c2ccc(N)cc2)(C(F)(F)F)C1=O (configuration not stated)	-1	-1	-1	-11	103	106	8	-0.4	0.9	-3
COc1ccc(C(c2c[nH]c3ccccc23)c2c[nH]c3ccccc23)cc1O	22	3	-107	-8	101	192*	23	-0.3	0.8	-1
Cc1cc(Nc2cccc(O)c2)c2ccccc2n1	2	19	17	-2	105	90	-2	-0.4	1	-6
CN1/C(=C/C=N/n2cnnc2)C(C)(C)c2ccccc21	-7	5	3	-3	98	100	10	0.0	0.9	2
COc1ccc(-n2cc(CN(C)CCO)c(-c3cccc(F)c3)n2)cc1	23	-11	10	4	96	95	nt	-0.3	nt	3
Cc1ccc2oc(=O)n(CCOc3ccccc3C)c2c1	10	-40	8	1	94	96	22	-0.2	0.8	5
Cc1nn(C)c(C)c1N1C(=O)c2cccc3c(Br)ccc(c23)C1=O	8	26	4	66*	95	98	6	-0.6	0.9	5
CCC(C)(C)NC(=O)c1cc(OC)c(OC)cc1[N+](=O)[O-]	2	-6	2	-9	95	104	11	-0.1	0.9	6
CN(C)c1ccc(-c2nn3c(-c4ccc(Cl)cc4Cl)nnc3s2)cc1	-38	40	-1	-1	102	107	-5	-0.2	1.1	-1
NC(=O)NCc1cccs1	1	7	1	-5	98	101	-2	0.1	1	1
Cc1oc2c(CN3CCCC3)c(O)ccc2c(=O)c1Oc1ccccc1Br	9	4	10	-5	98	94	7	0.1	0.9	2
CN(C)C(=O)COc1ccc2cc(-c3ccccc3)c(=O)oc2c1	16	6	3	11	122	101	6	-0.1	0.9	-23
O=c1[nH]c2ccc(NC(=S)Nc3ccc(Cl)cc3Cl)cc2[nH]1	-2	-9	7	-2	101	99	16	-0.2	0.8	-1
O=C1CC(c2ccc(F)cc2)CC(O)=C1C=NCCN1CCN(C(=O)Nc2ccccc2)CC1 (configuration not stated)	2	3	4	4	98	100	-7	-0.2	1.1	2
CCOC(=O)N1CCN(C(=O)CSc2nnc(-c3cc(OC)cc(OC)c3)o2)CC1	-43	-4	5	4	111	99	19	-0.1	0.8	-12
Cn1c(SCc2nc3ccccc3c(=O)[nH]2)nc2ccccc21	4	-5	18	-4	106	87	3	0.3	1	-7
Cc1ccc(S(=O)(=O)Nc2ccc3c(c2)CCC3)cc1	2	2	10	2	93	94	4	-0.5	1	8
Oc1ccc2ccccc2c1/C=N/Nc1ccccc1	20	-16	-59	5	93	151*	34	-0.3	0.7	8
O=C(Cc1ccc(Cl)cc1)N/N=C/c1c(Cl)cccc1Cl	-4	-8	13	-20	101	88	9	-0.5	0.9	-1
CC(=O)Nc1ccccc1-c1nc2ccccc2nc1OCC(=O)c1ccc(Cl)cc1	-18	13	8	-8	104	97	9	-0.5	0.9	-4
CN(C)C(=O)c1ccc(-n2cccn2)nc1	1	11	13	-18	104	96	-9	-0.1	1.1	-4
O=C(O)CCN1C(=O)c2ccncc2C1=O	14	-5	-2	9	98	104	0	0.0	1	2
Fc1ccc(CSc2nc3ccccc3[nH]2)cc1	0	-79	13	-6	129*	89	6	0.1	0.9	-32
O=C(NCCN1CCN(c2ccccc2)CC1)c1cccc(Br)c1	10	-8	16	-1	101	90	10	-0.4	0.9	-1
Cc1c(Nc2cc(N3CCOCC3)c3nonc3c2[N+](=O)[O-])c(=O)n(-c2ccccc2)n1C	11	4	2	-4	108	102	8	0.2	0.9	-12
O=C(NCc1ccco1)c1cccc(N2CCCC2=O)c1	-2	-6	7	-10	92	96	6	-0.4	0.9	9
C=CCn1c(Cc2ccc(OCC)cc2)nnc1SCC(N)=O	4	-4	0	-7	105	99	14	-0.1	0.9	-5
COC(=O)Cc1n[nH]c(=O)c2ccccc12	-1	12	-7	0	97	107	4	-0.3	1	3
CC(=O)Nc1c(C)ccc(CNC(=O)COc2ccc(F)cc2)c1C	6	-2	5	-7	96	107	6	-0.1	0.9	3
O=S(=O)(Nc1nc2ccccc2nc1Nc1ccc2c(c1)OCO2)c1ccccc1	-5	8	5	6	90	95	27	-0.4	0.7	11

Part of the list above, with two lines to a compound:
Below each compound: G6PDH counter	APP 5UTR inh	STAT3 blocker	TLR4-MyD88 BLA	STAT1 act	STAT3 activator	Diaph inh CS	Hsp70 act	Diaph act CS	STAT1 blocker
Cc1cccn2c(=O)c3cc(C#N)c(=NC(=O)c4cccnc4)n(CC4CCCO4)c3nc12 (configuration not stated)
  nt	-15	10	-9	90	95	nt	-0.2	nt	11
CCOC(=O)N1CCN(C(=O)COc2ccc(S(=O)(=O)NCC(C)C)cc2C)CC1
  15	7	5	-6	96	102	12	-0.3	0.9	4
Cc1cc(C)n2nc(C(=O)NC3CCCc4ccccc43)nc2n1 (configuration not stated)
  5	-31	-7	-13	104	107	-4	-0.2	1	-5
Cc1ccc(C)c(CSc2nnc(-c3cccnc3)n2N)c1
  1	-4	-1	4	96	103	12	-0.1	0.9	4

(continued)
SMILES	G6PDH counter	APP 5UTR inh	STAT3 blocker	TLR4-MyD88 BLA	STAT1 act	STAT3 activator	Diaph inh CS	Hsp70 act	Diaph act CS	STAT1 blocker
O=C(COC(=O)c1ccccc1)NCc1ccco1	-2	-3	4	-8	96	100	9	-0.1	0.9	4
C(=C\c1ccccc1)/CNCC1CCCO1 (configuration not stated)	5	6	3	3	86	102	-3	-0.2	1	13
COc1ccc(Cl)cc1NC(=O)NC(C)C	11	-5	13	-18	105	90	7	0.5	0.9	-5
COc1ccc(N(CC(=O)N2CCc3ccccc32)S(=O)(=O)c2c(C)n[nH]c2C)cc1	5	-14	-5	-1	99	106	17	-0.1	0.8	1
CN=CC1=C(O)C(C(=O)OC)C(C)(C)CC1=O (configuration not stated)	9	-6	0	13	100	102	-3	0.1	1	-2
CC(C(=O)O)c1n[nH]c(=O)c2ccccc12 (configuration not stated)	3	nt	-3	8	97	102	7	0.0	0.9	0
COc1ccc(/C=C/C(=O)N2CCN(S(=O)(=O)c3ccccc3)CC2)cc1OC	7	-8	9	-4	138*	97	5	-0.5	0.9	-43
COc1ccc(Oc2coc3cc(OC(=O)/C=C/c4ccc(F)cc4)ccc3c2=O)cc1	-25	-11	16	-5	94	84	2	-0.5	1	6
